STEP block = STEP phosphatase inhibitors, primary screen, biochemical, fluorescence intensity, uHTS; Tyrosine-protein phosphatase non-receptor type 5 (Homo sapiens), P54829; recombinant STEP, OMFP fluorogenic substrate; inhibition, % at 20 µM; actives 0.25% (n = 360,000);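 active = inhibition at 20 µM, scaled per plate between control wells, above about 37%, limit read from the data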;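 also: 0% = DMSO with enzyme and substrate and 100% = substrate only without enzyme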
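material = STEP tyrosine phosphatase | reagent = fluorogenic phosphatase substrate OMFP at 25 µM final | doses = single compound dose of 20 µM, 1% DMSO final | schedule = 20 min reaction, room temperature, in the dark | measured by = fluorescence, 480/540 nm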
Scp1 inh = Scp-1 phosphatase inhibitors, primary screen, biochemical, colorimetric, uHTS; actives 0.88% (n = 340,000); AID 493091, 2011; Carboxy-terminal domain RNA polymerase II polypeptide A small phosphatase 1 (Homo …; inhibition, % at 20 µM; Recombinant Scp1, phosphopeptide, malachite green phosphate absorbance;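 active = inhibition above about 50% at 20 µM, limit read from the data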;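 also: plate controls were DMSO wells with enzyme for no effect and wells lacking enzyme for full effect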
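Material: truncated SCP-1 phosphatase (76-261aa) / Buffer or medium: 50 mM Tris acetate pH 5.5, 0.005% Tween-20, 10 mM MgCl2 / Compound dosing: one concentration, 20 µM, with 1.0% DMSO / Incubation: 45 min room-temperature reaction, 5 min colour, 30 min stabiliser / Detection: colorimetric free-phosphate detection, absorbance 630 nm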
eLon inh = inhibitors of E. coli Lon protease, primary screen, biochemical, fluorescence polarization. P0A9M0. purified E. coli Lon protease. inhibition, % at 7.94 µM. actives 0.42% (n = 360,000); in the data active = inhibition above about 13%, passing the limit was not always enough;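 also: 0% = enzyme with probe and DMSO and 100% = no enzyme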
Target sequence (P0A9M0 whole entry, looked up): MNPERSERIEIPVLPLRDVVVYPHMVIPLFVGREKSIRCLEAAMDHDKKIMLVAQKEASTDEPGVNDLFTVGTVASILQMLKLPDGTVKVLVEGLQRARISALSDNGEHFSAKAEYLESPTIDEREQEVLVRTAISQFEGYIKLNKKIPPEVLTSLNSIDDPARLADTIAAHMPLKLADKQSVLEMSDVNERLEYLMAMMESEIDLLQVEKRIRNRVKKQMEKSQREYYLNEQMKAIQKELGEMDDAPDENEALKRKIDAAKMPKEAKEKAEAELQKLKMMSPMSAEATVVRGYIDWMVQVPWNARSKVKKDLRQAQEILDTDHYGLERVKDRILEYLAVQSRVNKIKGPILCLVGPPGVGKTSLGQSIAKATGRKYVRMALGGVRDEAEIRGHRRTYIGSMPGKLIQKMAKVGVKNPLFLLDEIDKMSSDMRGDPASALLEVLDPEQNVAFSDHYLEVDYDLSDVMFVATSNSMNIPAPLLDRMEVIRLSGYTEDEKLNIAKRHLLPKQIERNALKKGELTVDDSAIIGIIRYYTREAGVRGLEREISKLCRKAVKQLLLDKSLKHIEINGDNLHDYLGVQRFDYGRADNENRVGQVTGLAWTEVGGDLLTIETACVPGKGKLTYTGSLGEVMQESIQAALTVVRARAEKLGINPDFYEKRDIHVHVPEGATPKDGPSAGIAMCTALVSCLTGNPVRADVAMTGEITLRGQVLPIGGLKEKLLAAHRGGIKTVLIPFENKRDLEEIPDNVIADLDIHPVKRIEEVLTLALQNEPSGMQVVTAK
LMPTP block = LMPTP phosphatase inhibitors, primary screen, biochemical, fluorescence intensity, uHTS. actives 0.22% (n = 360,000). inhibition, % at 20 µM. AID 651560, 2012. Low molecular weight phosphotyrosine protein phosphatase (Homo sapiens), P24666. recombinant LMPTP-A, OMFP fluorogenic substrate;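 active = compounds that cut the enzyme signal by at least half of the control window in the single-dose screen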;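 also: plate controls were DMSO wells with enzyme plus substrate for no effect and substrate without enzyme for full effect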
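Test system – LMPTP-A enzyme · Amount – LMPTP-A at 0.625 nM final in the reaction · Buffer or medium – Bis-Tris pH 6.0, DTT, detergent · Reagent – OMFP 400 µM · Doses – single 20 µM dose · Schedule – reaction 50 min, room temperature, dark · Detection – fluorescence intensity of OMFP turnover product · Evaluation – percent inhibition versus substrate-only and uninhibited controls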
NRP1-CendR mod = modulators of CendR peptide binding to NRP-1, primary screen, biochemical, fluorescence polarization, uHTS. Neuropilin-1 (Homo sapiens), O14786. FAM-RPARPAR peptide binding to NRP-1. inhibition, % at 25 µM. actives 0.85% (n = 360,000). AID 602438, 2012;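 active = inhibition or corrected inhibition above about 18%, plus a signal ratio from 0.5 to 1.5, limit read from the data, passing the limit was not always enough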; also: strong numbers were not always called active
MsrA act = bovine MsrA enzyme activators, primary screen, biochemical, absorbance, HTS; Methionine sulfoxide reductase A (Bos taurus); purified bovine MsrA, absorbance read-out; activation, % at 10.6 µM; actives 0.3% (n = 360,000); in the data active = activation above about 7.5%;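 also: 0% = vehicle and 100% = reference activator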
SUMO1-SIM PPI = modulators of SUMO1 protein-protein interactions, primary screen, biochemical, uHTS. SUMO1 binding to a labelled peptide, TR-FRET, 1 h. inhibition, % at 20 µM. actives 0.33% (n = 360,000). AID 602429, 2012; in the data active = inhibition above about 37%
Target sequence (P63165 whole entry, looked up): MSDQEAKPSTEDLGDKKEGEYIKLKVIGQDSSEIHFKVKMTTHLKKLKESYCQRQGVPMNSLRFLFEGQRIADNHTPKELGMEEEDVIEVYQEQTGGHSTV
MsrA inh = bovine MsrA enzyme inhibitors, primary screen, biochemical, absorbance, HTS. Methionine sulfoxide reductase A (Bos taurus). purified bovine MsrA, absorbance read-out. inhibition, % at 15.5 µM. actives 0.75% (n = 360,000). AID 651718, 2012; in the data active = inhibition above about 4.5%;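 also: 0% = vehicle wells with enzyme and 100% = reference inhibitor wells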
DNMT1 inh = human DNMT1 methyltransferase inhibitors, primary screen, biochemical, molecular beacon, fluorescence, HinP1I cleavage, uHTS; DNA (cytosine-5)-methyltransferase 1 (Homo sapiens), P26358; inhibition (reported as % activation of signal), % at 10 µM; actives 0.83% (n = 360,000); AID 588458, 2011; in the data active = inhibition above about 50%
TbMetRS inhib = T. brucei MetRS inhibitors, primary screen, biochemical, luminescence; methionyl-tRNA synthetase (Trypanosoma brucei brucei); purified T. brucei MetRS, ATP depletion, Kinase-Glo luminescence; inhibition, % at 11.9 µM; actives 0.4% (n = 360,000); AID 624268, 2012;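 active = inhibition above a per-plate cutoff of the control wells' mean inhibition plus 3 SD, cut at about 5.5% in these data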;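 also: 0% = DMSO wells median and 100% = median of wells with control inhibitor compound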
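Material: parasite MetRS enzyme / Replication: singlicate, one well per compound / Signal: luminescence of leftover ATP / Schedule: 2 h aminoacylation at 25 °C after 15 min preincubation / Medium: HEPES-MgCl2-KCl buffer plus DTT, spermine, BSA, pyrophosphatase / Doses: 11.9 µM single point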
The depositor's hits bear a star; . = no result given.

Structure	STEP block	Scp1 inh	eLon inh	LMPTP block	NRP1-CendR mod	MsrA act	SUMO1-SIM PPI	MsrA inh	DNMT1 inh	TbMetRS inhib
CCOc1ccc(-c2cc(C(=O)NCc3cc(OC)cc(OC)c3)[nH]n2)c(C)c1	-2.4	.	-6.5	2.8	5.0	-5.7	6.4	-1.3	4.4	-0.3
COCCN1C(=O)N(c2cccc(C)c2)C(=O)C1CC(=O)Nc1cc(OC)cc(OC)c1 (stereo not drawn)	-1.9	-1.9	4.2	0.8	-11.3	-2.6	5.6	0.4	-3.2	-0.8
COC(=O)c1c(NC(=O)COC(=O)c2ccccc2O)sc2c1CCCCC2	1.5	-5.0	-6.4	-0.6	4.0	-1.6	4.2	-0.8	14.6	-0.3
Fc1ccc(CNC(=S)NC2CCCCC2)cc1	3.7	1.0	-3.8	-0.8	2.4	-0.8	3.2	-0.4	6.3	-0.1
O=C(CONS(=O)(=O)c1ccc(Cl)cc1)NCCNc1ncc(C(F)(F)F)cc1Cl	-2.5	-8.0	-2.4	0.6	2.8	-10.2	2.3	-1.4	3.6	-1.2
O=C(COC(=O)c1cc2ccccc2cc1O)c1ccccc1	-0.2	-11.0	-13.7	0.7	0.9	-1.4	3.3	-0.4	-3.3	-0.3
N#Cc1ccccc1OCC(=O)Nc1ccccc1C(=O)NC1CC1	1.6	1.2	-7.0	-1.2	3.6	-2.9	1.0	0.6	-0.1	0.3
O=C(Nc1ccccc1)c1ccc(CSc2ccccn2)cc1	-3.2	-18.1	1.2	-0.1	13.5	0.3	-1.8	.	-3.9	-1.4
CCN(CC(=O)Nc1ccc2c(c1)OCCO2)C(=O)/C=C/c1cccc(OC)c1OC	0.6	3.9	-3.6	-1.0	7.3	-9.8	-6.3	1.2	1.6	-0.6
COc1ccc2c(c1)oc(=O)c1ccccc12	-2.9	-18.5	2.7	1.5	6.9	-1.4	4.0	0.5	10.0	0.2
O=C(c1ccc(Cl)c(Cl)c1)N(Cc1ccco1)c1ccc(O)cc1	-1.7	0.5	4.7	0.8	8.7	0.1	2.7	-0.5	6.8	0.2
Cc1[nH]c(=O)c(C#N)c2c1CCCC2	3.7	2.2	10.6	-0.8	-9.3	-2.9	1.1	3.2	2.0	0.3
N#CC1=C(SCC(=O)c2ccccc2)NC2=C(C(=O)CCC2)C1c1ccco1 (stereo not drawn)	2.1	-21.5	2.2	1.2	-5.1	-1.5	-13.2	1.8	-4.8	-1.6
O=C(/C=N/O)NCc1ccncc1	2.2	-5.6	-11.2	-1.9	-8.8	-1.9	0.7	0.5	0.6	-0.5
CCCCCN=C(N)N/N=C/c1c[nH]c2ccc(OC)cc12	8.0	-9.0	-9.3	3.7	1.4	0.1	-89.2	-0.9	-29.4	-0.4

Next section (2 carried over from the part before).
Structure	STEP block	Scp1 inh	eLon inh	LMPTP block	NRP1-CendR mod	MsrA act	SUMO1-SIM PPI	MsrA inh	DNMT1 inh	TbMetRS inhib
O=C(/C=N/O)NCc1ccncc1	2.2	-5.6	-11.2	-1.9	-8.8	-1.9	0.7	0.5	0.6	-0.5
CCCCCN=C(N)N/N=C/c1c[nH]c2ccc(OC)cc12	8.0	-9.0	-9.3	3.7	1.4	0.1	-89.2	-0.9	-29.4	-0.4
Cn1c2c(c(=O)n(C)c1=O)C(c1cccc(F)c1)C(C#N)=C(N)O2 (stereo not drawn)	0.4	-7.3	-1.4	0.4	3.9	0.9	-1.1	0.5	-1.6	-0.9
COc1ccc(OC)c(S(=O)(=O)N2CCC(c3nc4ccccc4[nH]3)CC2)c1	0.3	-0.4	-0.7	-0.5	16.1	-5.5	5.6	-0.6	-3.0	0.2
Clc1ccc(-c2nnc(CCc3ccccc3)o2)c(Cl)c1	-14.8	-5.2	-13.0	1.4	1.2	-3.2	-1.6	0.2	1.5	0.3
COc1ccc(CCNC(=O)COC(=O)c2ccc(S(=O)(=O)N3CCCC3)cc2)cc1OC	0.7	-3.9	-18.2	0.8	2.6	-11.9	-1.4	0.3	0.0	-0.4
Cc1c(C)c2cc3c4c(oc3c(C)c2oc1=O)CCCC4	5.5	-5.2	-0.9	1.2	6.3	0.5	0.7	-0.5	5.0	0.4
Cc1onc(-c2c(F)cccc2Cl)c1C(=O)OCC(=O)NCc1ccccc1	-1.1	-12.6	0.6	0.4	15.9	-2.7	-0.7	0.5	28.2	0.1
CCc1ccc(C(=O)COC(=O)c2cnc(C)cn2)cc1	-6.7	-4.6	-1.2	-0.8	2.1	-1.5	-1.8	0.0	0.0	-0.4
Cc1ccccc1OCCC(=O)Nc1ccccc1C(=O)NC1CC1	-2.5	-6.9	0.3	0.2	-7.0	-5.5	0.4	0.7	0.8	-0.2
CCOC(=O)c1[nH]c(C)c(/C(O)=C2\C(=O)C(=O)N(CCCN(CC)CC)C2c2cccnc2)c1C (stereo not drawn)	-9.7	1.6	-7.1	-1.8	-7.2	-5.9	-7.5	4.3	-0.2	-0.5
Cc1cc(C)nc(-n2ncc3c2CC(c2ccc(F)cc2)CC3=O)n1 (stereo not drawn)	1.2	-12.1	4.0	-1.1	0.8	-5.8	-2.2	-0.4	1.3	-0.9
Cc1ccc(S(=O)(=O)N(Cc2ccc(F)cc2)C(=O)N2CCN(C)CC2)cc1	1.8	-0.8	0.9	-2.3	-1.7	-4.1	2.3	-1.1	2.4	0.0
Cc1ccccc1OC1CCN(C(=O)C2CCC(=O)N(C3CCCC3)C2)CC1 (stereo not drawn)	1.7	-6.5	6.8	-1.0	10.5	-3.2	-1.3	-0.4	0.9	-0.3
CSc1ncccc1C(=O)Nc1ccc(OC(F)(F)F)cc1	-0.5	9.2	5.2	0.0	8.2	-10.8	3.1	0.8	2.2	-1.3
CC1(C)CC(=O)C(C=NCCN2CCN(CCc3ccccc3)CC2)=C(O)C1	-4.5	-1.1	-4.6	-3.0	-1.3	3.7	-0.7	0.1	0.8	-0.6
COc1ccc(N=C2C(=Nc3ccc(OC)cc3)N(c3ccc(OC)cc3)C(=S)N2c2ccccc2)cc1	2.6	7.3	-10.0	5.0	12.5	-2.8	-18.6	1.0	-22.7	0.0
O=C(OCc1cn([C@H]2CN(Cc3cccs3)[C@@H](c3ccccc3)C[C@@H]2O)nn1)c1ccccc1	2.2	.	3.0	1.5	0.9	-4.0	14.2	0.5	0.6	-0.9
COCCNC(=O)COC(=O)c1ccc(S(=O)(=O)N2CCOCC2)cc1	0.3	-2.5	-5.5	5.4	-1.5	-17.1	1.4	0.5	6.7	-1.1
CCCOc1cccc(-c2nc3ccccc3c(=O)o2)c1	1.2	-7.0	-3.8	-1.2	-8.9	-3.6	8.1	0.0	-0.3	-0.5
CC(=O)c1cccc(N(C(=O)c2ccco2)C(C(=O)NC2CCCCC2)c2ccc(C)o2)c1 (stereo not drawn)	-0.8	-9.8	-16.6	0.6	1.2	-2.5	-1.0	2.5	0.8	-0.2
Cc1ccc2oc(-c3cc(NC(=O)c4ncn[nH]4)ccc3O)nc2c1	78.3*	84.5*	-6.2	42.7	5.0	-4.8	15.1	0.0	49.6	0.5
Cc1ccc(NC(=O)CCc2c(C)nn(-c3ccc(N4CCCCC4)nn3)c2C)cc1C	-0.9	-1.7	-0.7	1.4	7.0	-3.5	-8.4	-0.2	-0.9	-0.7
O=S(=O)(c1cccc2cccnc12)N1CCCc2ccccc21	1.2	5.7	-5.9	0.2	-7.5	-1.2	1.7	1.4	-2.3	-0.6
C[C@H](CO)N1C[C@H](C)[C@@H](CN(C)Cc2ccc(Oc3ccccc3)cc2)Oc2c(NS(=O)(=O)c3cn(C)cn3)cccc2C1=O	0.2	50.1*	-2.9	-0.2	-0.8	-11.8	3.9	-0.2	-8.9	-0.7
COc1cc(C(=O)OC2CCCCC2=O)cc(OC)c1C (stereo not drawn)	0.6	-0.1	4.7	-0.8	-16.9	1.3	-0.3	0.5	13.5	-0.1
Cc1ccc(CCNC(=O)C2CCCN2S(=O)(=O)c2ccc3c(c2)CCC(=O)N3)cc1 (stereo not drawn)	0.9	-0.3	2.3	-0.2	-10.9	-0.7	4.1	.	2.3	-0.3
COc1cccc(C(=O)C2CCCN(C(=O)c3cccc(C#CC(C)(C)O)c3)C2)c1 (stereo not drawn)	0.0	-7.1	1.3	-0.2	-2.9	-1.4	7.9	-1.1	-1.2	-1.0
COc1cc(/C=C2/SC(=S)N(CC(=O)Nc3nc4ccccc4s3)C2=O)cc(OC)c1OC	-6.5	-3.0	-4.0	0.9	-42.3	-9.7	-1.4	-1.4	-6.0	-1.2

High-throughput results deposited in PubChem by several laboratories.
